# Insulin prom up: insulin promoter activators in MIN6 cells, imaging, high-content screening, mouse beta cells; hit rate 0.3% among 190,000; MIN6 insulin promoter-GFP reporter; stronger effect = higher value; z-score at 5 µM;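 active = z-score above 3 at 5 µM with at least 500 cells counted in the well; inconclusive = wells under 500 cells, flagged as cytotoxic or low count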
# Autophagy mod: autophagy modulators in MEF cells, primary screen, imaging, high-content, MEF GFP-LC3; MEF GFP-LC3 puncta imaging; test concentration mostly 10 µM; calls only at 10 µM (by protocol); hit rate 0.98% among 190,000;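 active = percentage of spot-positive cells more than 3 SD above its plate mean, without a fluorescence outlier flag or 80% toxicity; inconclusive = no clear call, values can overlap the other calls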;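 also: spot-positive cell cutoff set from DMSO-treated cells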
# UTI89 phage lysis: inhibition of K1F phage lysis, E. coli UTI89, bacterial capsule biogenesis inhibitors, alamar blue (AID 488966); E. coli UTI89 K1F phage lysis, alamar blue, 2 h; higher % means a stronger effect; inhibition, % at 100 µM, or IC50 in µM where a hit was titrated; hit rate 0.02% among 340,000;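 active = phage lysis inhibition, versus mean bacterial control, above a set limit; inconclusive = no clear call, values can overlap the other calls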;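 also: capsule biogenesis inhibitors block K1F phage lysis so surviving cells raise fluorescence; higher fluorescence means more inhibition of phage lysis; actives were called in the ten point dose series up to 300 µM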
# ER stress rescue: rescue of cells from ER stress-induced death, primary screen, 384-well, CSM14.1, thapsigargin, ATP luminescence (AID 1222); CSM14.1 thapsigargin-induced death rescue, ATP luminescence; higher % means a stronger effect; one-dose cellular ATP content (survival), % at 20 µM; EC50 in µM for titrated hits; 190,000 tested, under 10 active;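 active = EC50 below 50 µM in the dose-response confirmation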;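 also: death triggered by thapsigargin at about 15 µM added after 2 h compound pretreatment; cell ATP read after overnight thapsigargin exposure of roughly 18 to 22 hours; normalized against plate controls of thapsigargin alone and 5% DMSO vehicle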
# bCat nuc transl: modulators of beta-catenin nuclear translocation, primary screen, imaging, HeLa cells, immunofluorescence, high-content; nuclear translocation activity, % at 5 µM; hit rate 0.3% among 190,000;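 active = nuclear translocation activity above 50% at 5 µM, with a well cell count of 50 or more; inconclusive = wells under 50 cells across six images, flagged as toxic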;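 also: per-cell ratio of nuclear to cytoplasmic median beta-catenin stain intensity; plate controls were DMSO negative control for no effect and GSK-3 inhibitor IX positive control for full effect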
#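 Assay system: human HeLa cells, native beta-catenin; doses: 5 µM primary, 0.02–20 µM confirmation; incubation: compound treatment 24 h, 37°C, 5% CO2; technique: fluorescence imaging of beta-catenin antibody stain plus DAPI; measure: % activation, nuclear-to-cytoplasmic median beta-catenin signal ratio per cell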
# MT stabilizer: microtubule stabilizers in HeLa cells, primary screen, imaging, high-content imaging; HeLa tubulin immunostaining HCS, 24 h; share of cells brighter than vehicle mean+2SD; % tubulin-high responders, % at 10 µM; hit rate 0.83% among 200,000;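 active = plate Z-score above 3 for both tubulin-high and condensed-nucleus cell shares, with cell loss under 80%, at 10 µM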;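 also: anti alpha tubulin signal scored within the nucleus-defined area of each cell; some results filed as inactive read as strong as hits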
# P. falciparum M17LAP: P. falciparum M17LAP inhibitors, primary screen, biochemical, fluorogenic H-Leu-NHMec substrate, 1536-well (AID 1619); hit rate 0.38% among 220,000; inhibition, % at 30 µM, or IC50 in µM where a hit was titrated; recombinant M17LAP, H-Leu-NHMec fluorogenic kinetic assay; higher % means a stronger effect; Leucine aminopeptidase (Plasmodium falciparum (isolate 3D7));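 active = compound inhibiting the enzyme by more than half at any dose during confirmatory dose-response retesting; inconclusive = strong single-dose inhibitors picked by rank but not retested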;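 also: plate controls were full reaction with DMSO carrier for no effect and no enzyme background for full effect; strong numbers were not always called active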
# Dynein cargo inh: inhibitors of GR-EGFP nuclear translocation, primary screen, dynein cargo transport inhibitor project, imaging, high-content, 3617.4 mouse cells; test concentration mostly 20 µM; stimulated with dexamethasone, 1 µM; stronger effect = lower value; z-score, hits read low; hit rate 0.47% among 220,000; AID 1381, 2008;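 active = plate z-score of nuclear minus cytoplasmic receptor signal below a set negative limit, without overly bright fluorescence or cell loss, cut at about -3.5 in these data, passing the limit was not always enough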;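 also: z-score of nuclear minus cytoplasmic ring GR-EGFP intensity difference per well; some compounds called inactive have numbers as strong as hits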
#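 Buffer or medium: tet-free, stripped-serum medium; reagent: dexamethasone at 1.0 µM final, 30 min; incubation: 48 h induction, 1 h compound, 30 min dex at 37 °C; measured by: formaldehyde fixation, Hoechst nuclear stain, 10x automated fluorescence imaging; read-out: nuclear-to-cytoplasmic GR-EGFP distribution per well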
# M1AAP inhibition: P. falciparum M1AAP inhibitors, biochemical, fluorogenic H-Leu-NHMec substrate, 1536-well (AID 1445); hit rate 0.42% among 220,000; recombinant M1AAP, H-Leu-NHMec fluorogenic kinetic assay; higher % means a stronger effect; one-dose inhibition, % at 30 µM; IC50 in µM for titrated hits;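 active = primary inhibition above the hit cutoff, then over 50% inhibition at one or more dose response concentrations, cut at about 23% in these data, passing the limit was not always enough; inconclusive = conflicting primary data, or primary hits not chosen for dose response; inactive = low primary inhibition, or under 50% at every dose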;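 also: plate controls were DMSO full reaction for no effect and no enzyme background for full effect; strong numbers were not always called active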
# Dynein cargo inh cytoplasmic EGFP: further read-out of Dynein cargo inh, marked with its call; z-score; measured here: cytoplasmic GR-EGFP intensity; stronger effect = higher value
# Dynein cargo inh nuclear GR-EGFP: also measured in Dynein cargo inh; calls as there; z-score; measured here: nuclear GR-EGFP intensity;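 lower value marks the stronger effect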
# Dynein cargo inh cell count: recorded beside Dynein cargo inh, whose call it bears; z-score; measured here: cell count per field
# Insulin prom up cell count: second read-out of Insulin prom up, no call of its own (marks repeat the call); cell count; measured here: cytotoxicity, nuclei count;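 total cells summed across four imaged fields per well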
# bCat nuc transl cell count 5 µM: second read-out of bCat nuc transl, no call of its own (marks repeat the call); cell count; measured here: cell count, cytotoxicity flag
# MT stabilizer Hoechst-high %: second read-out of MT stabilizer, no call of its own (marks repeat the call); % Hoechst-high responders; measured here: nuclear condensation Hoechst responders;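 share of cells brighter than vehicle mean plus two SD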
# MT stabilizer cytotoxicity %: also measured in MT stabilizer; calls as there; toxicity, %; measured here: cytotoxicity by cell density;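 0% = mean cell density of plate MIN control wells and 100% = no cells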
# Autophagy mod cell loss 18 h: recorded beside Autophagy mod, whose call it bears; toxicity, %; measured here: cell loss, nuclei count;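 cell loss after 18 h compound exposure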
# * = called active by the depositor; i = inactive; ? = inconclusive; · = no result given; [ ] = another dose, or the depositor's remark.
SMILES,Insulin prom up,Insulin prom up cell count,Autophagy mod,Autophagy mod cell loss 18 h,UTI89 phage lysis,ER stress rescue,bCat nuc transl,bCat nuc transl cell count 5 µM,MT stabilizer,MT stabilizer Hoechst-high %,MT stabilizer cytotoxicity %,P. falciparum M17LAP,Dynein cargo inh,Dynein cargo inh cytoplasmic EGFP,Dynein cargo inh nuclear GR-EGFP,Dynein cargo inh cell count,M1AAP inhibition
CCOC(=O)N/N=C\c1ccc(-c2cccc(C(F)(F)F)c2)o1,-0.23,1305,i,9.8,-1.0%,-0.3%,-1.6,1150,2.5,2.2,6.0,0.2%,-0.771,-0.218,-0.259,-0.0198,7.9%
Cc1sc(NC(=O)CN2CCOCC2)c(C#N)c1C,0.85,1011,·,·,·,·,-0.1,1335,·,·,·,-8.1%,0.811,-0.183,0.381,-0.616,-8.3%
COc1cc(Cn2c(N)c(C#N)c3nc4ccccc4nc32)cc(OC)c1,0.47,1626,i,37.1,0.0%,-2.7%,0.7,1379,1.3,1.4,8.8,-21.8%,-0.174,-0.17,0.0078,0.231,10.8%
CC1(C)CC(=O)C=C(NCCN2CCNCC2)C1,·,·,i,1.1,·,4.3%,-8.0,1190,1.7,1.5,5.7,-1.3%,-1,0.205,-0.203,1.01,3.1%
Cc1cc(C)c2c(n1)nn1c(N3CCN(c4ccccc4C)CC3)cc(C)nc21,·,·,i,1.2,0.6%,·,·,·,2.4,1.3,36.5,·,0.268,-0.223,0.46,0.0836,·
O=[N+]([O-])c1cccc(-c2nc(-c3ccccc3)no2)c1,-0.25,1370,i,26.1,-2.6%,-1.4%,1.0,1063,2.4,2.6,14.0,6.4%,-0.722,-0.22,-0.525,1.01,7.0%
CCN(CC)S(=O)(=O)c1cccc(NC(=O)CSc2nnc(N)s2)c1,·,·,i,-11.6,0.1%,0.8%,1.6,894,2.4,1.9,6.7,2.7%,-0.102,-0.207,-0.176,-0.117,8.0%
CC(=O)c1c(O)cc(C)n(-c2ccc(F)cc2)c1=O,1.03,1305,i,3.8,0.0%,0.4%,0.8,1269,2.5,1.6,7.2,-8.0%,-0.792,-0.343,-0.554,1.12,5.5%
COc1ccc(-c2c(C)nn(-c3ccccc3)c2N)cc1OC,·,·,i,-7.0,0.3%,-0.6%,0.4,580,2.7,2.8,5.6,-4.1%,-0.797,-0.24,-0.797,1.49,-2.7%
COCCSc1ccccc1C(=O)Nc1cccnc1,-0.38,966,i,0.7,-1.5%,0.1%,-6.3,1211,2.6,2.2,5.3,-0.2%,-0.615,-0.164,-0.0798,0.464,-7.8%
O=C(COC(=O)C1CCC1)Nc1ccc(OC(F)F)cc1,-0.27,999,i,-8.9,0.8%,-2.7%,-2.1,1214,3.4,1.7,2.3,20.8%,-0.292,-0.216,0.678,-0.506,-6.7%
COc1cccc(O)c1CN1CCCC(C(=O)c2cccc(C(F)(F)F)c2)C1 (stereo unspecified),-0.21,1389,i,0.1,0.5%,-1.9%,0.7,1064,3.3,0.9,1.7,6.7%,0.411,-0.321,-0.44,0.944,0.8%
O=C(Nc1cccc(S(=O)(=O)C(F)F)c1)c1ccc(S(=O)(=O)N2CCOCC2)cc1,-1.08,1273,i,6.5,0.3%,0.6%,1.4,880,4.5,2.3,6.6,-1.6%,2.31,0.0902,2.49,-3.24,0.6%
Cc1onc(-c2c(F)cccc2Cl)c1C(=O)Nc1nccs1,-1.34,1369,i,8.2,0.2%,-1.2%,0.4,1093,4.4,2.4,10.4,-2.1%,-0.367,-0.321,-0.36,1.24,1.9%
CCOC(CNc1ncnc2c1cnn2C)OCC,-0.33,1494,i,8.7,0.0%,-1.4%,-2.3,1044,2.4,3.3,6.2,-0.8%,0.517,-0.309,0.747,-0.267,1.0%
Cc1ccc(S(=O)(=O)NCC(=O)OCC(=O)NCc2ccc(F)cc2)cc1,·,·,i,0.4,0.2%,-2.9%,-0.8,1054,3.0,2.7,0.1,0.0%,-0.807,-0.253,-0.0156,-0.115,-4.9%
O=[N+]([O-])c1cccc2c(N3CCCC3)ccnc12,-4.08,733,i,9.3,0.0%,3.9%,-1.2,989,2.7,1.5,0.7,7.2%,-1.94,0.951,-0.42,-0.653,13.4%
COc1c(N2CCN(C(=S)Nc3ccccc3F)C(C)C2)c(F)cc2c(=O)c(C(=O)O)cn(C3CC3)c12 (stereo unspecified),-1.24,930,·,·,6.4%[50 µM],·,0.4,1382,·,·,·,-24.1%,0.0332,0.0118,-0.0429,-0.0505,8.3%
Cc1nc2ccc(S(=O)(=O)c3ccc4nc(C)[nH]c4c3)cc2[nH]1,1.1,1290,i,0.6,-1.7%[50 µM],-0.3%,-1.4,1417,1.1,1.6,11.2,1.2%,-0.473,-0.221,-0.38,0.602,3.9%
CCOC(=O)N1CCC(NC(=O)c2ccc3c(c2)N(Cc2ccccc2)CCS3)CC1,-0.28,909,i,-2.2,2.7%,-0.7%,·,·,3.4,2.7,6.8,-12.8%,0.118,-0.0777,0.382,-1,5.4%
CCOC(=O)N1CCN(c2ncnc3c2cnn3-c2ccc(OC)cc2)CC1,·,·,i,41.6,0.9%,1.3%,0.7,1060,5.4,2.8,15.1,·,0.507,-0.403,0.0517,-0.204,·
NC(=O)c1ccc(OCC(F)(F)C(F)(F)C(F)(F)C(F)(F)C(F)(F)C(F)F)cc1,-0.69,1192,i,-9.9,1.2%[50 µM],-1.9%,1.6,1360,4.4,2.9,1.7,6.6%,-0.173,-0.291,-0.0461,-0.581,1.9%
CC(=S)/C=C1\Sc2ccccc2N1C,?,·,i,-11.9,0.2%,-1.1%,35.0,1396,22.0,1.5,1.2,5.5%,-0.556,-0.181,0.331,0.339,4.3%
O=C(NCCc1ccc2c(c1)OCCO2)c1cccc(F)c1,0.1,1299,i,5.7,-0.3%,-2.6%,0.1,923,1.5,2.1,0.1,0.3%,-0.115,-0.244,-0.5,0.15,0.7%
COc1ccc(OCCn2cc(/C=N/NC(=O)c3ccncc3)c3ccccc32)cc1,-0.47,1207,i,0.3,2.3%,2.5%,-0.3,576,3.8,1.7,17.9,4.4%,0.0535,-0.265,-0.0175,1.5,13.0%
CCC(C)NC(=O)C1CCN(S(=O)(=O)c2ccc(Br)s2)CC1 (stereo unspecified),0.75,1275,i,-20.2,1.5%[50 µM],-1.4%,-4.4,567,3.4,3.5,3.3,-7.5%,-0.765,-0.226,0.39,0.467,8.7%
O=C(NCc1ccco1)C1CCC(CNS(=O)(=O)c2cccc3cccnc23)CC1 (stereo unspecified),-0.26,904,i,-4.3,10.1%,-1.0%,·,·,1.6,4.0,7.2,2.8%,-0.561,-0.234,-0.209,0.464,-2.7%
COc1ccc(/C=C/C(=O)OC2CCCCC2CN(C)C)cc1 (stereo unspecified),0.09,926,·,·,0.1%,·,-0.1,1410,·,·,·,-0.4%,2.99,-0.522,1.24,-2.14,-2.1%
CCOc1ccc(Br)cc1S(=O)(=O)Nc1cccc(S(=O)(=O)N(C)C)c1,0.05,1436,i,2.3,1.6%[50 µM],-1.2%,-4.9,580,2.9,2.1,5.6,2.2%,-0.668,-0.281,-0.381,0.192,3.8%
Cc1cccc(C)c1OCC(=O)N1CC2(C)CC1CC(C)(C)C2 (stereo unspecified),-0.28,633,i,-6.3,3.5%,-0.7%,-2.4,1165,1.7,1.4,7.2,-6.3%,-0.316,-0.295,-0.0925,0.894,3.4%
CCN(CC)c1ccc(Nc2nc(N3CCOCC3)c3ccccc3n2)cc1,?,·,i,17.5,0.9%,2.3%,-2.5,1164,1.8,1.8,6.2,4.4%,-0.36,-0.274,-0.0163,0.159,8.0%
CCS(=O)(=O)Nc1ccc(Cc2ccc(NS(=O)(=O)CC)cc2)cc1,0.61,812,i,-5.8,-0.2%,-0.7%,·,·,2.3,1.1,9.5,2.8%,-0.639,-0.208,-0.135,0.516,-4.2%
CC(=C/c1ccccc1)/C=N/NC(=O)c1cnccn1,-0.29,915,i,-16.7,0.2%,-3.6%,·,·,1.5,1.0,0.5,10.4%,-0.348,-0.106,0.0189,0.0349,4.7%
CCOC(=O)c1nn(-c2cccc(Cl)c2)c(C)c1C(C)=O,0.2,905,i,-7.2,0.2%,-1.0%,-2.3,1167,2.7,2.3,5.3,4.9%,-0.639,0.00269,-0.0193,0.0921,5.4%
COc1ccc(-n2ncc3c(Nc4cccc(C)c4)ncnc32)cc1,0.4,760,i,9.4,-1.1%,-2.6%,-0.5,1156,3.0,1.7,10.3,-5.5%,-1.24,-0.0452,-0.275,0.535,-1.1%
O=C(CCc1n[nH]c(=O)[nH]c1=O)N1CCOCC1,1.4,1661,i,-22.5,0.1%,-1.5%,-1.0,1123,5.9,2.1,3.3,0.4%,-0.292,-0.313,-0.176,0.484,5.3%
CCn1c(CC(=O)Nc2ccc(C)c(Cl)c2)nnc1SCC(=O)Nc1nc(C)cs1,-0.03,857,i,3.7,0.8%,1.0%,-0.9,1184,2.7,2.3,8.7,-11.3%,-0.0625,-0.269,0.24,-0.00329,-1.6%

# Screens (PubChem BioAssay)
